GPT2 inh – blocks human glutamate pyruvate transaminase 2 | Q8TD30 | Recombinant GPT2, coupled pyruvate oxidase/HRP Amplex Red fluorescence | Potency, µM (titrated, usually from 57.7 µM), inactives show top-dose activity change, negative = inhibition, actives largely listed as inhibitors | 100,000 compounds, 0.25% hits | AID 1671188; note: potency is the fitted concentration of half-maximal effect; nearly all actives have a fitted effect of over 60% in size; many of its hits are not listed in these tables
Target sequence (Q8TD30 whole entry, looked up): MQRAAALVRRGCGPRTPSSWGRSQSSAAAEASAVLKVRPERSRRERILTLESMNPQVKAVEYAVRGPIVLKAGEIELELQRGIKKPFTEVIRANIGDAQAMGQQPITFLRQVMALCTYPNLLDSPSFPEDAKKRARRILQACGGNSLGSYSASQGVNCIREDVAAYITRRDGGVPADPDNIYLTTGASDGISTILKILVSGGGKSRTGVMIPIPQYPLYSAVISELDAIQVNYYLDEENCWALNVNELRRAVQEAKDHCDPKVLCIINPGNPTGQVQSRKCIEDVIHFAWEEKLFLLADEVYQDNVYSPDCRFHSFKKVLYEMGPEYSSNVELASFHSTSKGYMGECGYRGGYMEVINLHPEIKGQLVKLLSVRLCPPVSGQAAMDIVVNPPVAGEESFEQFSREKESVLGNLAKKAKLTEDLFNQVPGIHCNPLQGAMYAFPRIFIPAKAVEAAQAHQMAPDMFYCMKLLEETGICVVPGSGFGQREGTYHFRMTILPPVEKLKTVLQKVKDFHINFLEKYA
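Inhibition is scored from Amplex Red fluorescence generated when pyruvate oxidase and HRP act on pyruvate released by GPT2. Reactions contain 10ng/uL enzyme, 250uM a-KG and 2mM L-alanine and run 30 min at room temperature.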
Luciferase inh – inhibitors of firefly (Photinus pyralis) luciferase. purified P. pyralis luciferase, luminescence, biochemical. P08659. Potency, µM (top dose mostly 115 µM), inactives show at the top dose activity change, negative = inhibition, usual class: inhibitors. 76,000 compounds, 2.5% hits; note: potency is the fitted concentration of half-maximal effect; nearly all actives have a fitted effect of over 65% in size
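Cell-free enzyme assay, 10nM P. pyralis luciferase, luciferin and ATP each at 10uM. Inhibition profiled over a 6-point titration, read as luminescence.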
HEK293 viab – reduces viability of HEK-293 SNCA reporter cells. HEK-293-SNCA-luc viability, GF-AFC fluorescence, 24 h. Potency, µM (top dose mostly 57.1 µM), without a hit: at the top dose activity change, negative = cytotoxicity, actives largely listed as cytotoxic. 150,000 compounds, 0.12% hits. AID 1671193;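 note: potency is the fitted concentration of half-maximal effect; 0% = DMSO-treated cells and -100% = medium-only wells without cells; nearly all actives have a fitted effect of over 30% in size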
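Cytotoxicity counterscreen: after 24 h compound treatment of genome-edited SNCA-luciferase HEK-293 cells, live-cell protease substrate GF-AFC read by fluorescence after 30 min; activity scaled between DMSO (0%) and medium-only (-100%), curves Hill-fitted.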
IP6K1 inh – IP6K1 kinase inhibition. Q92551. IP6K1 kinase, ADP-Glo luminescence, 2 h; stronger effect = lower value. activity change, % (series mostly up to about 58 µM). 140,000 compounds, 0.81% hits. AID 1645851; in the data active = activity change below about -25%
Target sequence (Q92551 whole entry, looked up): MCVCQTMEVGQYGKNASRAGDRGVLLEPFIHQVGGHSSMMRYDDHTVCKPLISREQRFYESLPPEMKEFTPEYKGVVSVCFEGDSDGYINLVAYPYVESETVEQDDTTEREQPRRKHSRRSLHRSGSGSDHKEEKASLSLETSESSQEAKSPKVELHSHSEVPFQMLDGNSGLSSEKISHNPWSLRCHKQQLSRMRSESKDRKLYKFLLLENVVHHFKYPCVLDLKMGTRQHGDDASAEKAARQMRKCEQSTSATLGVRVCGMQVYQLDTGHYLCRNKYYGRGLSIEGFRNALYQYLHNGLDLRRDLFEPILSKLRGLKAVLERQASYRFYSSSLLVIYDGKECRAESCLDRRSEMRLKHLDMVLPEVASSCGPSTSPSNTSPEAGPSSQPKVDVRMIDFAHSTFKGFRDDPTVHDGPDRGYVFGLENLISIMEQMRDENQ
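ADP-Glo luminescence measures ADP made by human IP6K1 during a 2 h RT reaction with ATP/IP6 (mix at 1.3 mM/130 uM); top library doses 57.5 and 19.1 uM final.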
NIH3T3 tox – cytotoxic compounds in NIH 3T3 cells. Potency, µM (doses to about 96.7 µM), for inactives: at the highest dose activity change, negative = cytotoxicity, most hits filed as inhibitors. 94,000 compounds, 4.3% hits. AID 1345082. NIH 3T3 viability, CellTiter-Glo ATP luminescence, 48-72 h; note: potency is the fitted concentration of half-maximal effect; nearly all actives have a fitted effect of over 55% in size
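First NIH 3T3 cells are plated at 400 cells/well; next compound is pinned in; then plates incubate 48 or 72 hr at 37 °C; finally CellTiter-Glo is added and luminescence read after 10 min.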
SNCA expr inhib – inhibitors of alpha-synuclein (SNCA) gene expression; HEK-293 SNCA-luciferase knock-in, luminescence, 24 h; Potency, µM (highest dose often 57.2 µM), inactives show top-dose activity change, negative = inhibition, usual class: inhibitors; 140,000 compounds, 0.17% hits;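 note: potency is the fitted concentration of half-maximal effect; plate controls were DMSO cells for no effect and cell-free wells for full effect; nearly all actives have a fitted effect of over 45% in size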
HEK cytotox – HEK 293 cell cytotoxicity; HEK 293 viability, ATP luminescence (CellTiter-Glo), 48-72 h; Potency, µM (top dose mostly 115 µM), inactives show top-dose activity change, negative = cytotoxicity, usual class: inhibitors; 94,000 compounds, 6.6% hits; note: potency is the fitted concentration of half-maximal effect; nearly all actives have a fitted effect of over 60% in size
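250 HEK 293 cells/well; compound by pintool; incubated 48 or 72 hr at 37 degree Celsius; CellTiter-Glo added, 10 min RT, luminescence imaged.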
* marks the source's active call; other numbers are inactive results; i = inactive; u = inconclusive; x = no result given; [ ] = remark or other dose. Unless noted, calls come from the whole dose curve; as a rule, active = well fitted curve in the direction sought with a large enough effect; inconclusive = small, poorly fitted or top-dose-only effect, or another doubt; inactive = no such curve, though single readings can be large; an effect the other way counts as inactive or inconclusive. Unless noted, % is set by controls: 0 for no effect and ±100 for the full control effect.

SMILES | GPT2 inh | Luciferase inh | HEK293 viab | IP6K1 inh | NIH3T3 tox | SNCA expr inhib | HEK cytotox
CC1=C[C@@H](CNC(=O)COc2ccccc2)[C@H](C(C)C)C[C@H]1Cc1nnc(-c2cncn2C)o1 | 1% | -16% | u | 5 | u | 9% | 50µM*
COc1cccc(-c2cccc(CN3CCCC(C)(NC(C)=O)C3)c2)c1 (centres undefined) | 1%[88.5 µM] | u | 6%[87.6 µM] | 34 | u | 26%[87.6 µM] | u
CCOC(=O)C(CC)n1nc(C)c2c(C)n(-c3ccc(C)cc3)nc2c1=O (centres undefined) | x | x | -5% | -18 | x | -22% | x
Cc1cccc(NC(=O)N2CCCC(Cn3cnc4cccnc43)C2)c1C (centres undefined) | i | -6% | 3% | 1 | -13% | -3% | -12%
O=C(Cc1ccccn1)NC1CCN(Cc2ccc(-c3ccsc3)cc2)C1 (centres undefined) | -34% | x | 10% | -2 | u | 0% | u
CNC(=O)[C@@H](CC(C)C)N1CCC[C@H]1C(=O)N1CCCC1 | i | -4%[172 µM] | 7%[87.6 µM] | 4 | 1%[174 µM] | 11%[87.6 µM] | 0%[172 µM]
CC(C)(C)C(=O)N1CCC2(CC1)Cc1ccccc1NC2=O | i | -9%[172 µM] | 10%[87.6 µM] | -7 | -25%[138 µM] | 3%[87.6 µM] | u
NC(=O)CO[C@@H]1CO[C@H]2[C@@H]1OC[C@@H]2NS(=O)(=O)c1ccc(Cl)cc1 | 5%[88.5 µM] | -5%[172 µM] | 2%[87.6 µM] | 12 | -4%[174 µM] | 28%[87.6 µM] | 4%[172 µM]
CN1C(=O)c2cccn2CC1CNC(=O)c1[nH]nc2c1COc1ccccc1-2 (centres undefined) | i | -14% | -14% | 3 | u | 3% | u
Cc1c(Cl)cccc1NC(=O)Cn1cccc1-c1nc(-c2ccc(F)cc2)no1 | -8% | -11% | 6% | -7 | -21% | 24% | -24%
O=[S+]1([O-])NCC2(CCN(Cc3ccccn3)CC2)Oc2ncccc21 | -1% | x | -11% | 10 | 4% | -5% | i
Cc1ccccc1CNC(=O)Cn1ccc2cc(S(=O)(=O)N3CCCCC3)ccc21 | x | x | -7% | -13 | x | 0% | x
O=C(OCc1ccccc1)N1CCOCC12CCN(Cc1nccs1)CC2 | i | -8%[172 µM] | -15%[87.6 µM] | -10 | u | 12%[87.6 µM] | u
O=C(c1cn[nH]c1-n1cnnn1)N1C[C@H](CO)C[C@H](CN2CCCC2)C1 | -8% | -3% | 6% | 7 | -5% | u | u
CCOc1ccccc1CNC(=O)C1CCN(S(=O)(=O)c2ccc3[nH]c(=O)ccc3c2)CC1 | x | x | 6% | -5 | x | 31%[activator] | x
CCn1c(C)ccc(C(=O)N2CCc3[nH]nc(-c4ccccc4F)c3C2)c1=O | u | -18% | 3% | 6 | -23% | -5% | -7%
Cn1nc(C(=O)N2CCN(C(=O)N3CC4CC(C3)[C@H]3CCCC(=O)N3C4)CC2)c2ccccc21 (some centres undefined) | i | -5% | -2% | 3 | 0% | -19% | 4%
COc1ccc(OC)c(S(=O)(=O)N2C[C@@H](F)C[C@H]2C(=O)N2CCc3ccccc3C2)c1 | 5% | -4% | -2% | 8 | -21% | -12% | -19%
CCOc1ccc(NC(=O)c2cc(-c3ccc[nH]3)n[nH]2)cc1 | 4% | 7.1µM* | -11% | 15 | 1% | 13% | 6%
O=C(c1ccc2nc(-c3ccncc3)oc2c1)N1CCCCC1 | i | x | 1%[87.6 µM] | -13 | u | 10%[87.6 µM] | u
CCn1c(SCc2ccccc2)nnc1-c1nonc1NC(C)=O | x | x | 10% | 12 | x | u | x
COc1ccc(F)cc1-c1cccc(C(=O)NCCNC(=O)c2ccccn2)c1 | 3% | x | 8% | -1 | u | 35%[activator] | u
COc1c(N2CCNC(C)C2)c(F)cc2c(=O)c(C(=O)O)cn(C3CC3)c12 (centres undefined) | u | x | -4% | 4 | x | 51%[activator] | x
CCN(CC1CCCO1)C(=O)c1ccccc1OC1CCN(C(=O)c2cccnc2)CC1 (centres undefined) | i | -5% | 5% | 5 | -12% | 7% | -9%
Cc1ccc(S(=O)(=O)Nc2nc3n(n2)C(c2ccccc2Cl)C=C(c2ccccc2)N3)cc1 (centres undefined) | x | x | u | 4 | x | 8% | x
CCOc1ccccc1NC(=O)C(C)Sc1nc(-c2ccccc2)c(C#N)c(=O)[nH]1 (centres undefined) | x | x | -5% | -4 | x | 8% | x
Cc1cnc(CC2CCCN(C(=O)COc3ccccc3)C2)n1Cc1ccc(F)cc1 (centres undefined) | i | 7% | 2% | -10 | u | -21% | u
CC1=C(C(=O)OC(C)C)C(c2ccc([N+](=O)[O-])cc2)N2C(CC(=O)N3CCOCC3)=CSC2=N1 (centres undefined) | i | 6% | -27% | 20 | -18% | -9% | u
CCOc1ccc(CC(=O)N2CCC(Cc3nc(-c4ccc(OC)cc4)no3)CC2)cc1OCC | i | 6% | u | 11 | u | u | u
CCCCN(CC)CCCNC(=O)C1CCCN(c2ncnc3c2nc2n3CCCCC2)C1 (centres undefined) | x | x | 1% | 5 | x | 4% | x
CCCCn1c(=N)c(C(=O)NC2CCCCC2)cc2c(=O)n3cccc(C)c3nc21 | x | x | 9% | 22 | x | 7% | x
COc1ccc(OCc2cc(C(=O)N(C)CCCO)n[nH]2)c(Cl)c1 | 2% | -8% | 2% | -2 | -26% | -9% | -20%
NC(=O)[C@@H](Cc1ccccc1)NC(=O)C1=C[C@@H](NS(=O)(=O)c2cccc(C(F)(F)F)c2)[C@@H](O)[C@H](O)C1 | -19% | -1% | 3% | 9 | i | 16% | 2%
O=C(N[C@@H](Cn1cc(Cl)c(=O)[nH]c1=O)C(=O)O)c1cccc(F)c1 | 2%[88.5 µM] | 5%[172 µM] | -2%[87.6 µM] | 13 | 2%[174 µM] | 6%[87.6 µM] | 2%[172 µM]
COc1ccc(NC(=O)CN2C(=O)NC(c3ccccc3Cl)C3=C2COC3=O)c(OC)c1 (centres undefined) | u | -6% | 2% | 1 | -13% | -14% | -7%
CCSc1nnc2c(n1)OC(c1ccc(OC)cc1OC)N(C(C)=O)c1ccccc1-2 (centres undefined) | x | x | -16% | -16 | x | 2% | x

An excerpt of these results, as tab-separated lines:
Compound	GPT2 inh	Luciferase inh	HEK293 viab	IP6K1 inh	NIH3T3 tox	SNCA expr inhib	HEK cytotox
CCOc1ccccc1NC(=O)C(C)Sc1nc(-c2ccccc2)c(C#N)c(=O)[nH]1 (centres undefined)	x	x	-5%	-4	x	8%	x
CCCCn1c(=N)c(C(=O)NC2CCCCC2)cc2c(=O)n3cccc(C)c3nc21	x	x	9%	22	x	7%	x
CCCCN(CC)CCCNC(=O)C1CCCN(c2ncnc3c2nc2n3CCCCC2)C1 (centres undefined)	x	x	1%	5	x	4%	x

Next records
SMILES | GPT2 inh | Luciferase inh | HEK293 viab | IP6K1 inh | NIH3T3 tox | SNCA expr inhib | HEK cytotox
CCN1CCN(CCCNC(=O)CN2CC3CC(C2)[C@H]2CCCC(=O)N2C3)CC1 (some centres undefined) | i | -7% | 12% | 20 | i | u | -2%
CCCS(=O)(=O)Nc1cc(-c2cn3cccc(C)c3n2)ccc1C | x | x | 10% | -1 | x | 110%[activator] | x
COc1ccc(C(=O)N2CCN(C(=O)c3nc4cccnc4n(-c4ccccc4OC)c3=O)CC2)cc1 | 0% | x | 4% | 14 | -2% | 0% | 2%
COc1ccccc1CC(=O)N1CCCc2ncc(C(=O)Nc3ccccn3)cc21 | 1%[88.5 µM] | 3%[172 µM] | -3%[87.6 µM] | 19 | -5%[138 µM] | 8%[87.6 µM] | u
COc1ccccc1N1CCC(N[C@H](c2cccs2)C2CC(O)C2)CC1 (some centres undefined) | i | -7% | -5% | 2 | u | 19% | -15%
CN(C)C(=O)c1ccc(N2CCC(NCCC3=CC[C@H]4C[C@@H]3C4(C)C)CC2)cc1 | i | -7% | 2% | 31 | u | 12% | u
CN1C(=O)CC[C@]2(C(=O)NCc3cccc(F)c3)CCCC[C@@H]12 | -3% | 7% | 1% | -19 | i | 20% | -6%
N#Cc1ccccc1CN1CCC(Cc2nncn2-c2ccccc2)CC1 | 3% | 0% | 3% | 12 | 2% | -4% | 2%
CN(C)c1ncc2c(n1)C(C)(C(=O)NCC1CC1)CCC2 (centres undefined) | -5%[88.5 µM] | 1%[230 µM] | 2%[87.6 µM] | 29 | u | -25%[87.6 µM] | u
CCc1[nH]c2c(CNC(=O)CC3NC(=O)c4ccccc43)cc(C)cc2c1C (centres undefined) | -8% | -2% | -9% | 9 | u | u | -28%
O=C(NCc1ccccc1Cl)C1CCCN(C(=O)c2cnn(-c3ccc(F)cc3)c2-n2cccc2)C1 (centres undefined) | x | x | 14% | 5 | x | -10% | x
COc1ccc(-c2c(C(=O)NCc3cccs3)nc3sccn23)cc1 | i | x | u | -2 | -37% | 27% | -21%

Brought forward from above: 2 compounds, followed by the next part.
SMILES | GPT2 inh | Luciferase inh | HEK293 viab | IP6K1 inh | NIH3T3 tox | SNCA expr inhib | HEK cytotox
O=C(NCc1ccccc1Cl)C1CCCN(C(=O)c2cnn(-c3ccc(F)cc3)c2-n2cccc2)C1 (centres undefined) | x | x | 14% | 5 | x | -10% | x
COc1ccc(-c2c(C(=O)NCc3cccs3)nc3sccn23)cc1 | i | x | u | -2 | -37% | 27% | -21%
COc1cccc(CCC(=O)N2Cc3ccccc3OC3(CCN(C)CC3)C2)c1 | 4% | -1% | 10% | 3 | -15% | u | u
O=C(Nc1ccc2c(c1)OCO2)c1cc(-c2ccc(Br)cc2)on1 | x | x | -4% | 23 | x | -3% | x
CCc1ccc(NC(=O)C2(c3cccs3)CCOCC2)cc1 | x | x | -19% | 27 | x | -21% | x
Cc1cccc(C(=O)N2CCC(c3n[nH]c(=O)n3-c3ccccc3)CC2)c1 | 1% | 0% | -1% | -13 | u | 4% | -24%
COc1ccc(-c2nc(CS(=O)CC(=O)NCCc3ccccc3)c(C)o2)cc1OC (centres undefined) | x | x | -5% | 9 | x | 49%[activator] | x
CC(C(=O)Nc1cc(C(F)(F)F)ccc1Cl)n1nnc2sc3c(c2c1=O)CCCC3 (centres undefined) | x | x | -10% | -6 | x | 0% | x
CCc1nc2c(c(-c3ccc(O)cc3)n1)CCN(C(=O)c1ccccc1C)CC2 | i | x | -29% | 18 | -28% | -1% | -6%
COc1ccc(-c2noc(COc3cc(C)c(Br)c(C)c3)n2)cc1OC | x | x | -2% | 16 | x | u | x
CC(=O)N1CCC(C2CCN(Cc3cccc(F)c3F)C2)CC1 (centres undefined) | i | 8% | 4%[12.5 µM] | -7 | -10% | 4% | -23%
O[C@@H]1C[C@@H](c2nc(-c3ccccc3)no2)N(Cc2ccccc2)C1 | -49%[88.5 µM] | -12%[172 µM] | -1%[87.6 µM] | 10 | u | 79%[activator][87.6 µM] | -13%[172 µM]
COCc1nc(C2CC(NC(=O)CCc3c[nH]c4ccccc34)C2)cc(=O)[nH]1 (centres undefined) | -14% | 9% | -4% | 8 | -8% | -14% | 3%

Bioassay records: PubChem, National Center for Advancing Translational Sciences (NCATS)
